PAX8 reporter: inhibitors of PAX8 transcriptional activity in RMG-I cells; RMG-I TPO-luciferase reporter, SteadyGlo, 24 h; inhibition, % at 12.6 µM; hit rate 1.2% among 360,000;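 active = mean replicate inhibition at least 60% with every replicate also reaching 60%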;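 also: luciferase light reporting Pax8 driven TPO promoter activity; plate controls were median of neutral control wells for no effect and mitoxantrone controls for full effect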
ARNT-TACC3 inh: disruptors of human ARNT/TACC3 interaction | Q9Y6A5 | AlphaScreen His-ARNT PAS-B/GST-TACC3 binding, luminescence; TACC3 fragment carries E629A point mutation | inhibition, % at 9.99 µM | hit rate 0.66% among 390,000 | AID 623870;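 active = mean inhibition of replicates at least 50% and at least half of replicates each reaching 50%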;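 also: 0% = complete ARNT plus TACC3 wells and 100% = ARNT alone without TACC3; many hits fall short of the cut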
Active calls of the source: *. This is a subset; count on the stated rates, not on these rows.

Every second line gives: PAX8 reporter	ARNT-TACC3 inh
> CCOC(=O)C1=C(CS(=O)(=O)c2ccccc2)NC(=O)NC1c1ccccc1 (stereo not drawn)
    -14	1
> CC(C)n1c(N2CCN(C(=O)NCc3ccccc3)CC2)nc2ccccc21
    -6	9
> C=CCC1c2cccc(C(=O)OC)c2C(=O)N1c1ccccc1 (stereo not drawn)
    16	6
> COc1ccccc1OCc1nnc(SCC(=O)c2cc(Cl)ccc2OC)o1
    -18	-2
> Cn1c(=O)c2c(ncn2CC(=O)OCc2ccccc2)n(C)c1=O
    2	5
> Cc1cc(C(=O)OCC(=O)Nc2ccc(F)c(F)c2)c(C)o1
    8	1
> CCCn1c(SCC(=O)N2c3ccccc3CCc3ccccc32)nc2c1c(=O)n(C)c(=O)n2C
    43	-2
> Cc1noc(NS(=O)(=O)c2ccc(N3C(=O)c4ccccc4C3=O)cc2)c1C
    -3	-8
> C/C(=N\NC(=O)c1c[nH]c2ccccc12)c1ccc(C)o1
    -46	62*
> COc1cccc(CC(NC(C)=O)C(=O)NC2CCN(c3nc(C)cc(C)c3C#N)CC2)c1OC (stereo not drawn)
    24	1
> COc1ccccc1NC(=O)c1nc[nH]c1C(=O)Nc1ccccc1OC
    22	3
> Cc1cccc(N2CCN(C(=O)c3ccc(N4CCCC4=O)cc3)CC2C)c1 (stereo not drawn)
    9	3
> CCCCN(CCCC)c1cn[nH]c(=O)c1Cl
    17	3
> COc1ccccc1N(C)S(=O)(=O)c1ccc(C(=O)NCC(C)C)cc1
    1	6
> CN1C(C)(C)CC(=NOC(=O)c2ccccc2)CC1(C)C
    -5	-5
> Cc1nn(CC#N)c(=O)n1-c1ccccc1F
    -5	0
> COc1ccc(C(=O)N2CCC(C(=O)Nc3ccccc3OC)CC2)cc1
    -3	-4
> CC(=O)C(N=Nc1ccccc1)(Sc1nnc(-c2ccccc2)n1-c1ccccc1)C(=O)Nc1ccccc1 (stereo not drawn)
    12	-21
> CCOC(=O)c1[nH]c2cc(OC)c(OC)cc2c1NC(=O)c1nonc1C
    0	-1
> O=C(Nc1cnn(Cc2ccc(Cl)c(Cl)c2)c1)C12CC3CC(CC(C3)C1)C2
    20	-1

A second format for some results above:
SMILES,PAX8 reporter,ARNT-TACC3 inh
CCCn1c(SCC(=O)N2c3ccccc3CCc3ccccc32)nc2c1c(=O)n(C)c(=O)n2C,43,-2
O=C(Nc1cnn(Cc2ccc(Cl)c(Cl)c2)c1)C12CC3CC(CC(C3)C1)C2,20,-1
Cc1noc(NS(=O)(=O)c2ccc(N3C(=O)c4ccccc4C3=O)cc2)c1C,-3,-8

Continued:
Every second line gives: PAX8 reporter	ARNT-TACC3 inh
> CCOc1nc(-c2ccccc2)ccc1-c1noc(-c2ccco2)n1
    -23	-9
> Cc1nn(-c2ccc(F)cc2)c2sc(C(=O)OC3CCOC3=O)cc12 (stereo not drawn)
    9	0
> CCOc1ccc(NC(=NCc2ccc3c(c2)OCO3)SC2CC(=O)N(c3ccccc3)C2=O)cc1 (stereo not drawn)
    25	-7
> CC(C)NC(=O)COc1ccc(S(=O)(=O)N2CCOCC2)cc1
    13	0
> CC(=O)Nc1ccc2c(c1)nc(CCNC(=O)c1ccccc1)n2C
    13	-5
> CCCc1nc(SCC(=O)Nc2cc(C)on2)c2ccccc2n1
    3	-7
> Cn1c(-c2ccc[nH]c2=O)nc2cc(Cl)ccc21
    -8	0
> O=c1c(/C=N/Nc2ccccc2)c(Sc2nnnn2-c2ccccc2)nc2ccccn12
    -17	-2
> CCOc1ccc(N(Cc2cc3cc(OC)ccc3[nH]c2=O)S(C)(=O)=O)cc1
    12	-10
> O=S(=O)(c1ccc(Cl)s1)N1CCCc2cccc(O)c21
    -89	4
> COc1ccccc1C1C(C#N)=C(N)Oc2cc(C)n(Cc3ccccn3)c(=O)c21 (stereo not drawn)
    -1	2
> CCOC(=O)c1cc2c(=O)n3ccccc3nc2n(CCCOC)c1=NC(C)=O
    -7	-3
> Cc1cc2c(c(=O)o1)C(Cc1ccccc1)C(C#N)=C(N)O2 (stereo not drawn)
    22	-2
> COC(=O)Cn1c2ccc(F)cc2c2nc(C)sc21
    -20	3
> CCC(=O)Nc1ccc2c(c1)nc(CN1CCN(C(C)=O)CC1)n2C
    13	-1
> O=C1C(=O)N(CNc2ccccn2)c2ccccc21
    16	0
> CC(=O)OC1COC(n2ccc3cc([N+](=O)[O-])ccc32)C(OC(C)=O)C1OC(C)=O (stereo not drawn)
    16	-3
> O=C(NC1CC2CCCC(C1)N2S(=O)(=O)c1ccccc1)c1ccccc1 (stereo not drawn)
    2	-27
> CCOc1cc2[nH]c(=O)n(CCC(=O)NCCc3ccccc3)c(=O)c2cc1OCC
    -99	-3
> CC(=O)Nc1ccc(S(=O)(=O)NCCSCc2ccc(Cl)cc2Cl)cc1
    4	-3

Looked up above:
`CCCc1nc(SCC(=O)Nc2cc(C)on2)c2ccccc2n1` in ARNT-TACC3 inh is entered as -7
`O=S(=O)(c1ccc(Cl)s1)N1CCCc2cccc(O)c21` in ARNT-TACC3 inh is entered as 4
`CC(=O)Nc1ccc(S(=O)(=O)NCCSCc2ccc(Cl)cc2Cl)cc1` in ARNT-TACC3 inh is entered as -3
`CCOc1ccc(NC(=NCc2ccc3c(c2)OCO3)SC2CC(=O)N(c3ccccc3)C2=O)cc1` (stereo not drawn) in ARNT-TACC3 inh is entered as -7
`Cn1c(-c2ccc[nH]c2=O)nc2cc(Cl)ccc21` in ARNT-TACC3 inh is entered as 0
`O=c1c(/C=N/Nc2ccccc2)c(Sc2nnnn2-c2ccccc2)nc2ccccn12` in ARNT-TACC3 inh is entered as -2

(continued)
Every second line gives: PAX8 reporter	ARNT-TACC3 inh
> Cc1cccc(N(CC(=O)Nc2ccccc2F)S(C)(=O)=O)c1
    -23	-6
> CC(=O)C(C)Oc1ccc2c3c(c(=O)oc2c1)CCCCC3 (stereo not drawn)
    -137	-7
> CCc1nnc(NC(=O)CSc2nnc(C)n2CC2CCCO2)s1 (stereo not drawn)
    15	-6
> CCOC(=O)Cn1c(=O)c(-c2ccccc2NCc2ccccc2)nc2ccccc21
    20	-1
> CC(C)c1ccc(-c2nc(N3CCCCCC3)nc3n[nH]c(N)c23)cc1
    7	-3
> CCc1ccccc1N(CC(=O)N1CCN(c2ccccc2F)CC1)S(C)(=O)=O
    10	-5
> CCOC(=O)C1=C(C)N(c2ccccc2)C(=O)C1CC(=O)O (stereo not drawn)
    3	2
> O=C(O)C1CC(=O)N(C2CCCCC2)C1c1ccccc1 (stereo not drawn)
    5	-2
> CCCc1nc2ccccc2c(C(=O)OCC(=O)NCc2ccco2)c1CC
    3	1
> COc1ccc(N(C)C(=O)CCS(=O)(=O)c2cccc3nonc23)c(OC)c1
    -12	-3
> Clc1ccc(-c2nc3ccccc3n2OCc2ccccc2)cc1
    10	-7
> C=C(C)Cc1c(C)c(C#N)c2nc3ccccc3n2c1N1CCCCC1
    0	-8
> CCOC(=O)c1cn2nc(-c3ccc(OC)cc3)cc2nc1C1CCN(C(=O)OC(C)(C)C)CC1
    13	-2
> CC1=C(C(=O)OC(C)C)C(C)NC(=O)N1 (stereo not drawn)
    2	-18
> COc1ccc(CN2CCSCC2)cc1O
    -20	-1
> COC(=O)C(C)Oc1ccc2c3c(c(=O)oc2c1)CCCCC3 (stereo not drawn)
    3	-5
> CC(C)(C)NC(=S)Nc1ccc(Br)cc1
    -41	-2
> COc1ccc(C)cc1-n1nnnc1SC/C(O)=C(\C#N)c1nc2ccccc2[nH]1
    16	-14
> O=c1c(-c2ccc(Oc3ccccc3)cc2)[n+]([O-])c2ccccc2n1OCc1ccccn1
    5	-5
> CC(Sc1nc2ccccc2n1C)C(=O)NC(c1ccccc1)c1ccccc1 (stereo not drawn)
    5	-1

The list goes on.
Every second line gives: PAX8 reporter	ARNT-TACC3 inh
> N#CCSc1nnc(COc2cccc3ccccc23)n1-c1cccc(Cl)c1
    25	2
> COc1ccc(CCNc2nnc(Sc3nnnn3-c3ccccc3)s2)cc1OC
    94*	0
> O=C(NCCN1CCNCC1)c1ccccn1
    11	-9
> CSc1ccccc1NC(=O)COc1ccc(S(=O)(=O)N2CCCC2)cc1
    -7	-1
> CCOC(=O)C1=C(C)NC(=O)NC1c1ccc2c(c1)OCCO2 (stereo not drawn)
    9	2
> Clc1ccccc1CN(Cc1ccccc1)C(c1cccs1)c1nnnn1C1CCCC1 (stereo not drawn)
    3	0
> c1ccc(-c2ccccc2-n2cnnn2)cc1
    5	-7
> Oc1c(Br)cc(C2N=C(c3ccccc3Cl)NO2)cc1Br (stereo not drawn)
    -17	14
> Cc1ccc(NC(=O)Nc2ccc3oc(C)nc3c2)cc1
    -226	-26
> CCN(CC)S(=O)(=O)c1ccc(NC2CCCc3ccccc32)nc1 (stereo not drawn)
    18	-11
> N#Cc1c(-c2ccccc2)nc2n(c1=O)CCS2
    23	-4
> CCCCCOc1ccc(Br)cc1/C(C)=N/NC1=NCCN1
    81*	22
> COc1ccc(Cc2nnc(NC(=O)c3ccc(Cl)c([N+](=O)[O-])c3)s2)cc1
    4	0
> COc1ccc(N2CC(C(=O)NCCc3ccc(OC)c(OC)c3)CC2=O)cc1 (stereo not drawn)
    -2	5
> CCOc1ccc(-c2nnc(-c3ccccc3)n2-c2ccccc2)cc1
    -39	-6
> O=C(NNS(=O)(=O)c1ccc(Cl)cc1)C1CCN(Cc2ccccc2)CC1
    10	-6
> CCOc1ccccc1OCC(=O)NC1CCCCC1
    -3	-4
> N/C(Cc1ccc(Cl)cc1Cl)=N\OC(=O)c1cccs1
    -53	-2
> COc1ccc(NC(=S)Nc2nc(CC(=O)Nc3ccccc3OC)cs2)cc1
    0	8
> Cc1cccc(NC(=O)CN2CCCN(S(=O)(=O)c3ccc(Br)s3)CC2)c1
    28	32

(cont.)
Every second line gives: PAX8 reporter	ARNT-TACC3 inh
> Cn1c(SCc2ccc(F)cc2)nnc1-c1ccccn1
    -192	29
> O=c1cc(CN2CCOCC2)nc(C2CC2)[nH]1
    -10	-9
> COc1ccc(S(=O)(=O)N2CCSC2c2ccccc2)cc1 (stereo not drawn)
    17	-10
> COc1ccc(N2C(=O)CCC2=O)cc1
    -5	-2
> CC(=O)Cn1c(CN2CC(C)CC(C)C2)nc2c1c(=O)n(C)c(=O)n2C (stereo not drawn)
    -2	-11
> Cc1ccc(Cn2nc(-c3ccccc3)nc2-c2ccccc2)cc1
    -205	3
> CC1=CC(C)(C(Cl)Cl)C(C)=CC1=O (stereo not drawn)
    5	-2
> CCC(=O)Nc1cc(C)c(NC(=O)CCc2ccccc2)cn1
    -8	0
> COc1ccc(CC(=O)c2ccc(O)cc2O)cc1OC
    -31	-2
> CCOc1ncccc1C(=O)OCc1nnc(-c2ccccc2)o1
    3	1
> Cc1ccc(-c2nnn(CC(=O)NC3CC4CCC3C4)n2)cc1 (stereo not drawn)
    12	15
> CCOC(=O)CN1CC23C=CC(O2)C(C(=O)Nc2ccc(F)cc2)C3C1=O (stereo not drawn)
    11	6
> CCc1ccccc1N(CC(=O)OC)S(C)(=O)=O
    1	0
> COc1ccc(OC)c(NC(=O)C2CCCN(S(=O)(=O)c3cccc4nsnc34)C2)c1 (stereo not drawn)
    -3	4
> CC(C)C[C@H](NC(=O)OC(C)(C)C)c1nnc(SCc2cccc(F)c2)o1
    3	-11
> Cc1ccc(S(=O)(=O)N2CCOCC2)c2nsnc12
    4	9
> Nn1c(Cc2cccc3ccccc23)nnc1SCC(=O)NC1CCS(=O)(=O)C1 (stereo not drawn)
    -5	-2
> CSCCC(NC=C1C(=O)OC(C)(C)OC1=O)C(=O)O (stereo not drawn)
    -3	-2
> COc1ccc(/C=N/NC(N)=S)cc1OC(=O)c1ccccc1
    -8	0
> Cc1cc(=O)oc(C)c1C(=O)N1CCCc2ccccc21
    6	-4

(list continues)
Every second line gives: PAX8 reporter	ARNT-TACC3 inh
> COc1cc(NC(=O)c2ccco2)c(OC)cc1NC(=O)CCC(=O)Nc1cc(C)ccc1C
    23	-2
> CCCC(=O)Nc1nc2nc(-c3ccccc3)cc(-c3ccccc3)n2n1
    -4	3
> Cc1ccnc2nc(C(=O)OCCOc3cccc(Br)c3)nn12
    13	36
> O=C(OC1CCOC1=O)c1cc(-c2ccccc2)nc2ccccc12 (stereo not drawn)
    4	1
> COc1ccccc1-c1nnc(SCC(=O)Nc2nc(-c3ccccc3)cs2)n1C
    9	1
> CC(=O)c1c(C(C)=O)c(C)n(-c2nc(-c3ccc(C)c(C)c3)c(C)s2)c1C
    11	-2
> CC(C)C1N(S(=O)(=O)c2ccccc2)CCN1S(=O)(=O)c1ccccc1
    -5	-8
> CC(C)(CC(=O)N1CCN(c2ccc(Cl)cc2)CC1)CC1=NS(=O)(=O)c2ccccc2N1
    20	2
> CCOc1ccc(NC(=O)Cn2nnc(C(=O)NCCc3ccc(OC)c(OC)c3)c2N)cc1
    3	-4
> O=C(Nc1ccc(S(=O)(=O)N2CCOCC2)cc1)C1COc2ccccc2O1 (stereo not drawn)
    -23	28
> CCOC(=O)N1CCN(C(=O)CN(C)S(=O)(=O)c2ccc3c(c2)C(C)(C)C(=O)N3C)CC1
    8	-8
> CCOC(=O)c1ccc(NC(=O)COC)cc1
    -37	-5
> Cc1cc(NC(=O)C2CC(=O)OC2c2ccccc2)no1 (stereo not drawn)
    6	-6
> CS(=O)(=O)N(CC(=O)Nc1cccc(Cl)c1Cl)c1ccccc1
    30	5
> Cc1cccc(C)c1N1CCN(C(=O)Nc2ccc3c(c2)OCCO3)CC1
    -72	-4
> CCCN1C2CCCC1CC(NC(=O)C1CCCCC1)C2 (stereo not drawn)
    -5	-1

Quoted from the listing, 2 compounds:
Every second line gives: PAX8 reporter	ARNT-TACC3 inh
> Cc1cccc(C)c1N1CCN(C(=O)Nc2ccc3c(c2)OCCO3)CC1
    -72	-4
> CCCN1C2CCCC1CC(NC(=O)C1CCCCC1)C2 (stereo not drawn)
    -5	-1

Bioassay records from PubChem.
